# Assay outcomes as filed in PubChem BioAssay.
# GRP78 ERSR act = induces the endoplasmic reticulum stress response in human glioma cells. U87-MG GRP78 promoter luciferase reporter, 16 h. Potency, µM, inactives show top-dose activation, usual class: activators. 0.02% of 420,000 active; note: potency is the fitted concentration of half-maximal effect; series mostly up to about 76 µM; % of control where 0% means no effect; nearly all actives have a fitted effect of over 35% in size
#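 Stably transfected U87-MG glioma cells carrying a GRP78-based luciferase sensor; 16 h compound incubation. Luminescence end-point read 10 min after Bright-Glo addition at room temperature.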
# Vif-A3F inh = inhibitors of Vif-A3F interaction | HeLa A3F-eYFP + Vif (tagged APOBEC3F with the HIV-1 protein that degrades it), YFP fluorescence increase | 0.2% of 390,000 active | Potency, µM (highest dose often 46.1 µM), for the others: top-dose activity, negative = active; note: potency is the fitted concentration of half-maximal effect; % of control where 0% means no effect; nearly all actives have a fitted effect of over 65% in size
#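 HeLa cells stably expressing Vif plus C-terminally eYFP-tagged A3F were seeded, incubated overnight at 37 deg C, dosed with compound, incubated overnight again at 37 deg C. Yellow fluorescence (Ex 488/Em 500-530) reported blocked Vif-mediated A3F-eYFP degradation.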
# USP1 inh = inhibitors of human USP1/UAF1 deubiquitinase; Potency, µM (series often up to 57.1 µM), without a hit: top-dose activity change, negative = inhibition, usual class: inhibitors; 0.23% of 390,000 active; recombinant USP1/UAF1, Ub-Rhodamine cleavage fluorescence; note: potency is the fitted concentration of half-maximal effect; % is set by controls: 0 for no effect and ±100 for the full control effect; nearly all actives have a fitted effect of over 60% in size; inactives centre near -12
#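 USP1/UAF1 complex (1 nM) preincubated 15 min at room temperature with compound, then Ub-Rho substrate (150 nM final) added. Kinetic fluorescence at 480/540 nm over 6 reads at 60 s intervals; 50 mM HEPES pH 7.8, 0.5 mM EDTA, 0.1 mg/ml BSA, 1 mM TCEP, 0.01% Tween-20.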
# LDHA inh = inhibitors of human lactate dehydrogenase A | purified LDHA, NADH/diaphorase-resazurin fluorescence; active compounds read low | 0.15% of 480,000 active | activity change, % (values are at about 110 or 230 µM); in the data active = activity change below about -30%; inconclusive = mostly about -25% to -30%;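 note: plate controls were DMSO wells for no effect and wells without enzyme for full effect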
#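 Remaining NADH was detected by diaphorase (0.133 mg/mL) converting 37 µM resazurin to fluorescent resorufin, read at 0 and 20 minutes. The preceding 5-minute room-temperature reaction used 2 nM LDHA, 0.2 mM sodium pyruvate and 0.06 mM NADH at pH 7.4.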
# TrxR1 inh = inhibitors of rat thioredoxin reductase 1. O89049. recombinant rTrxR1, NADPH fluorescence consumption, selenite substrate. Potency, µM (highest dose often 114 µM), for the others: at the highest dose activity change, negative = inhibition, most hits filed as inhibitors. 1% of 390,000 active. AID 588453; note: potency is the fitted concentration of half-maximal effect; % is set by controls: 0 for no effect and ±100 for the full control effect; nearly all actives have a fitted effect of over 65% in size
# Target sequence (O89049 whole entry, looked up): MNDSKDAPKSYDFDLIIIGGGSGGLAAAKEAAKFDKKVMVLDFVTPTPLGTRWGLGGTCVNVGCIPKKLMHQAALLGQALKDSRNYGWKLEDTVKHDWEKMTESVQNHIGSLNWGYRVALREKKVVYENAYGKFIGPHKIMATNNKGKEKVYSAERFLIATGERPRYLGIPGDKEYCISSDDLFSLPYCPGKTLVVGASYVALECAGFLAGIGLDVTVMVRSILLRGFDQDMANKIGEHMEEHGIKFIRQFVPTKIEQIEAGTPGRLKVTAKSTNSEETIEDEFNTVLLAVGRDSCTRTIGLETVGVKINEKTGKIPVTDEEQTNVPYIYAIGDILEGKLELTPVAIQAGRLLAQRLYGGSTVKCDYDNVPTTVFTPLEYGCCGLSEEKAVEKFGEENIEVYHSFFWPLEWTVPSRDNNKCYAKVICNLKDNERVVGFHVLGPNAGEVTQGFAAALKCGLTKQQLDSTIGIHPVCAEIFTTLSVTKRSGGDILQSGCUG
#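 Rat TrxR1 (90 nM in the dispensed reagent) was pre-reduced with 400 uM NADPH for 5 min at room temperature, then incubated with compound for 15 min. After 400 uM selenite was added, NADPH fluorescence (Ex 340/Em 450 nm) was followed for 8 min.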
# RGS4 inh = blocks human RGS4-accelerated GTP hydrolysis; P49798; Transcreener GDP fluorescence polarization, RGS4-accelerated GTP hydrolysis; Potency, µM (highest dose often 114 µM), without a hit: at the highest dose activity change, negative = inhibition, hits mostly inhibitors; 0.039% of 390,000 active; note: potency is the fitted concentration of half-maximal effect; % is set by controls: 0 for no effect and ±100 for the full control effect; nearly all actives have a fitted effect of over 75% in size; some results filed as inactive show a strong effect at the top dose
# Target sequence (P49798 whole entry, looked up): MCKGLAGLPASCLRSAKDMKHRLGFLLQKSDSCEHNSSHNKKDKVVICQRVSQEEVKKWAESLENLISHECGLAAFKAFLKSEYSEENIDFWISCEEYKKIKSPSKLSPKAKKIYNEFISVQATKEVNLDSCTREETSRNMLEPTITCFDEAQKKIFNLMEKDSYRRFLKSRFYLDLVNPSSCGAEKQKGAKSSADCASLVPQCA
#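 MLSMR compounds (23 nl, pin-transferred) preincubated 10 min at room temperature with a 500nM (2x) first reagent, then RGS4 at 900nM (2x) plus Transcreener GDP mix added; fluorescence polarization (620/688 nm) read before and after 90 min at 30 °C.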
# TrxR1 substrate = is turned over as a substrate by rat TrxR1 | purified TrxR1 substrate turnover, NADPH consumption readout | Potency, µM (top dose mostly 114 µM), for the others: at the highest dose activity change, negative = substrate turnover | 0.01% of 390,000 active | AID 588456; note: potency is the fitted concentration of half-maximal effect; % is set by controls: 0 for no effect and ±100 for the full control effect; nearly all actives have a fitted effect of over 50% in size
#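 Rat TrxR1, dispensed at 90 nM, was prereduced with 400 uM NADPH (final) for 5 min at ~22 deg C, then incubated with compound 15 min before 400 uM selenite. A first-read NADPH fluorescence drop versus no-compound background flagged substrates.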
# Vif-A3G inh = inhibitors of Vif-APOBEC3G interaction; Q9HC16; HeLa A3G-eYFP + Vif (tagged APOBEC3G with the HIV-1 protein that degrades it), YFP fluorescence, overnight; Potency, µM (doses to about 46.1 µM), without a hit: at the highest dose activity, negative = active, hits mostly inhibitors; 0.076% of 410,000 active; AID 602310;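 note: potency is the fitted concentration of half-maximal effect; % is set by controls: 0 for no effect and ±100 for the full control effect; nearly all actives have a fitted effect of over 60% in size; hits raise eYFP signal because A3G escapes Vif-driven loss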
# Target sequence (Q9HC16 whole entry, looked up): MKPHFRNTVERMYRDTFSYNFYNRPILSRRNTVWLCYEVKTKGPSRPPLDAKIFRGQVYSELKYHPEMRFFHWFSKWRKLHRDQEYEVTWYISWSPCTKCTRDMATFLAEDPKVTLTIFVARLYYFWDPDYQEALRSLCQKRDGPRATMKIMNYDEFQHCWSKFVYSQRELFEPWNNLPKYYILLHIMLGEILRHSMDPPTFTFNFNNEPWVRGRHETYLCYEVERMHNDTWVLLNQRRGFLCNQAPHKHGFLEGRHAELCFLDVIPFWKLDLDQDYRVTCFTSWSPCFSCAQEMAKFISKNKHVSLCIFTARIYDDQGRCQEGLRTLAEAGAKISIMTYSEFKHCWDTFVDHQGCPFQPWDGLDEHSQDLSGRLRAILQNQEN
#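 HeLa cells stably expressing Vif and C-terminally eYFP-tagged A3G, seeded overnight at 37 deg C, then exposed to compound by pintool overnight at 37 deg C. Rise in yellow fluorescence (Ex 488/Em 500-530, Acumen) marks blocked Vif-driven A3G degradation.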
# IDH1 R132H inh = human IDH1 R132H inhibition. O75874. IDH1-R132H enzyme, NADPH consumption, diaphorase/resazurin fluorescence. Potency, µM (titrated, usually from 76.6 µM), inactives show at the top dose activity change, negative = inhibition, usual class: inhibitors. 0.093% of 390,000 active; note: potency is the fitted concentration of half-maximal effect; % is set by controls: 0 for no effect and ±100 for the full control effect; nearly all actives have a fitted effect of over 65% in size
#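 IDH1-R132H (0.5 ug/mL dispensed) in pH 7.5 Tris buffer was preincubated 30 min with compound, then given a substrate mix of 0.016 mM NADPH and 2 mM alpha-KG for 80 min at room temperature; remaining NADPH was read by diaphorase/resazurin fluorescence.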
# * = called active by the depositor; ? = inconclusive; · = not tested or not shown; & = joins results of further samples; [ ] = dose if it differs, or a comment. Unless noted, calls come from the whole dose curve; as a rule, active = well fitted curve in the direction sought with a large enough effect; inconclusive = small, poorly fitted or top-dose-only effect, or another doubt; inactive = no such curve, though single readings can be large; an effect the other way counts as inactive or inconclusive. Only part of the results is shown; count on the stated rates, not on these rows.
SMILES,GRP78 ERSR act,Vif-A3F inh,USP1 inh,LDHA inh,TrxR1 inh,RGS4 inh,TrxR1 substrate,Vif-A3G inh,IDH1 R132H inh
CC(NC(=O)c1cc2cc(Br)ccc2oc1=N)c1ccccc1 (stereo unspecified),-2%,-7%,-11%,-6,-18%,-10%,0%,0%,4%
CN1C(=O)N(CC(=O)N2CCN(S(=O)(=O)Cc3ccccc3)CC2)C(=O)C12CCCCC2,-4%,?,-18%,-6,13%,-7%,1%,-1%,-1%
CC[C@H](C)[C@H]1CNC(=S)N1CC1CCN(CCCCc2ccccc2)CC1,-2%,-4%,-28%,-2,11%,8%,3%,-1%,4%
O=C1CCCC/C=C\C[C@H](CC(=O)N(CCO)Cc2ccccc2)C(=O)N[C@@H](Cc2ccccc2)CO1,-2%,-1%,-30%,-3,14%,-11%,-1%,2%,-1%
CN(CC(=O)Nc1ccccc1Cl)C(=O)CN1C(=O)NC(c2ccccc2)(c2ccccc2)C1=O,1%,0%,-13%,1,8%,-9%,2%,-6%,3%
COCCNC(=O)c1nn(-c2ccc(C)cc2)c(=O)c2c1c1ccccc1n2C,·,·,-12%,-6,17%,39%,12%,·,·
CCN(CC)S(=O)(=O)c1ccc2[nH]c(=O)cc(C(=O)Nc3ccc(C)cc3)c2c1,-4%,6%,-15%,0,18%[57.1 µM],-23%,3%,-5%,5%
CC1CCC(NC(=O)C2c3ccccc3C(=O)N2Cc2ccc3c(c2)OCO3)CC1 (stereo unspecified),-1%,6%,-15%,-9,22%[57.1 µM],21%,6%[57.1 µM],-1%,-1%
CCOC(=O)c1cc(C)sc1NC(=O)CN1CCN(C(=O)C2CCCO2)CC1 (stereo unspecified),0%,0%,-4%,-1,?,6%,-13%,5%,-3%
COc1ccc(S(=O)(=O)N(C)C[C@@H]2Oc3c(NS(C)(=O)=O)cccc3C(=O)N([C@@H](C)CO)C[C@H]2C)cc1,-2%,4%,-9%,0,7%,7%,0%,-1%,27%

# A different layout for two compounds above.
SMILES	GRP78 ERSR act	Vif-A3F inh	USP1 inh	LDHA inh	TrxR1 inh	RGS4 inh	TrxR1 substrate	Vif-A3G inh	IDH1 R132H inh
COc1ccc(S(=O)(=O)N(C)C[C@@H]2Oc3c(NS(C)(=O)=O)cccc3C(=O)N([C@@H](C)CO)C[C@H]2C)cc1	-2%	4%	-9%	0	7%	7%	0%	-1%	27%
CCN(CC)S(=O)(=O)c1ccc2[nH]c(=O)cc(C(=O)Nc3ccc(C)cc3)c2c1	-4%	6%	-15%	0	18%[57.1 µM]	-23%	3%	-5%	5%

# (next part)
SMILES,GRP78 ERSR act,Vif-A3F inh,USP1 inh,LDHA inh,TrxR1 inh,RGS4 inh,TrxR1 substrate,Vif-A3G inh,IDH1 R132H inh
COc1cc(/C=C(\C#N)C(=O)N2CCOCC2)ccc1OCc1ccccc1,1%,5%,?,-4,16%[57.1 µM],0%,7%[57.1 µM],0%,15%
COc1ccc(/C=C\C(=O)NCC(=O)N/N=C/c2ccc(O)cc2O)cc1,-2%,0%,2%,2,-1%,-38%,-13%,0%,-5%
Cc1cc(S(=O)(=O)N2CCCOC2CNC(=O)C(=O)NCCCN2CCOCC2)ccc1F (stereo unspecified),0%,1%,-2%,-1,2%,6%,-1%,-2%,3%
Cc1ccccc1Cn1c(=O)[nH]c2ccccc21,-1%,-4%,-9%,-2,22%,4%,4%,-10%,2%
Cc1cccn2c(=O)c(/C=C3\SC(=S)NC3=O)c(NCCCN3CCOCC3)nc12,-1%,?,-25%,-5,-1%,23%,-3%,?,2%
Cc1ccc(C)c(Nc2nnc(-c3ccc(C)c(S(=O)(=O)N4CCCCC4)c3)c3ccccc23)c1,-3%,-3%,?,1,7%,3%,4%,-6%,9%
COc1ccccc1C(=O)N(Cc1nc(-c2cccc(C)c2)no1)C(C)C,0%,-5%,-22%,1,13%,-7%,-4%,1%,-4%
CCCN(C(=O)CSc1nc2cc(S(=O)(=O)N(CC)CC)ccc2o1)C1CCS(=O)(=O)C1 (stereo unspecified),-3%,?,-3%,-5,31%,-13%,13%,-3%,9%
CC1(C)Cc2c(sc(NC(=O)c3ccc4ncsc4c3)c2C(N)=O)C(C)(C)N1,-2%,?,-13%,-3,13%[57.1 µM],-15%,-5%[57.1 µM],-7%,-6%
COc1ccc(CC(=O)c2ccc(O)cc2O)cc1,-2%&5%,-5%,-4%,-1,6%,15%,-8%,-2%,-17%
CCCCCNCc1cccn1C,-4%,-3%,-14%,2,22%,-21%,-3%,1%,2%
Cc1cc(C)n2nc(SC3CCCCN(C(=O)c4ccc(F)cc4)C3=O)nc2n1 (stereo unspecified),-3%,-28%,-8%,3,15%[11.4 µM],-8%,-20%[11.4 µM],4%,2%
Cc1nc(NCCc2ccccc2F)c(C#N)c(C)c1[N+](=O)[O-],4%,-17%,-4%,-7,-5%,32%,-5%,-2%,5%
COc1ccccc1C(=O)NC(CCSC)C(=O)NCc1ccncc1 (stereo unspecified),0%,-6%,-7%,-5,-1%,8%,-5%,1%,0%
Cc1ccc(OCCSc2nc3ccccc3n2CC(=O)NC(C)C)cc1,1%,-9%,-21%,0,0%,-4%,-3%,-1%,9%
CCOc1cc(C2C(C(=O)c3ccc(C)cc3)=C(C(=O)OC)Nc3nnnn32)ccc1O (stereo unspecified),2%,0%,-19%,-3,-2%,12%,-2%,2%,2%
COc1cc(OC)cc(C(=O)Nc2ccc(S(=O)(=O)Nc3cnc4ccccc4n3)cc2)c1,-4%,5%,-7%,-16&-4,1%[57.1 µM],-3%,9%[57.1 µM],-6%,-3%
CCC(C)NC(=O)Nc1ccccc1C (stereo unspecified),-5%,-1%,-19%,-3,-3%,9%,-4%,3%,8%
O=c1ccc2cc(S(=O)(=O)Nc3ccccc3F)ccc2o1,0%,17%,-14%,0,24%,-17%,7%,-1%,3%
Nc1ccccc1SC1CC(=O)N(Cc2ccccc2)C1=O (stereo unspecified),-2%,-17%,0%,1,-58%,-26%,9%[57.1 µM],-1%,7%
Cc1nc2ccc(Cl)cc2[nH]1,-2%,4%,-2%,-9,2%,19%,-4%,-8%,18%
Cc1ccc(C(O)P(=O)(OC(C)C)c2ccc(N(C)C)cc2)cc1 (stereo unspecified),-3%,1%,-9%,-1,29%[57.1 µM],-30%,-14%[57.1 µM],-2%,5%
CC(CCc1ccccc1)NC(=O)CN1CCN(c2ccc(O)cc2)CC1 (stereo unspecified),-4%,2%,-18%,23,10%[57.1 µM],-52%,-1%,2%,9%
COc1cc(CN2CCN(Cc3cccc(OC)c3OC)CC2)cc(OC)c1,-5%,-5%,-10%,-19,11%[57.1 µM],18%,11%[57.1 µM],2%,9%
Cc1ccc(NC(=O)C2=CCN(S(=O)(=O)c3ccc(F)cc3)CC2)c(C)c1,-5%,0%,?,-20,8%,0%,1%,2%,1%
Cc1ccc(C#CC[N+]2(C)CCCCC2)cc1,-4%,15%,-7%,8&1,12%,4%,5%[57.1 µM],-1%,3%
O=C(NCCc1nccs1)C1CCC(=O)N(Cc2cccc(C(F)(F)F)c2)C1 (stereo unspecified),1%,2%,-14%,8,-8%,0%,-4%,0%,-3%
COc1cc(Cl)ccc1OCc1cc(C(=O)N2C[C@H]3CC[C@H]2C3)no1,2%,-7%,-13%,3,-6%,-5%,-5%,-3%,9%
CC(=O)c1cccc(OCc2cc(C(=O)N3C[C@@H](C)O[C@@H](C)C3)no2)c1,10%,3%,-15%,-3,10µM*,9%[11.4 µM],6%,1%,-6%
COc1ccc(NC(=O)Nc2ccc3c(c2)CCC3)cc1,-4%,3%,-18%,0,55%[activator],-12%,13%,-2%,0%
COC(=O)[C@@]12CCCCN1[C@H](c1ccc(-c3ccc(F)cc3)c(OC)c1)[C@@H]1C(=O)N(C)C(=O)[C@@H]12,-2%,0%,-1%,4,-1%,6%,0%,0%,40µM*
CC(=O)c1ccc(NS(=O)(=O)c2ccc(Br)s2)cc1,-1%,-7%,-26%,-6,-8%,-2%,-4%,0%,-3%
O=C(Cn1cnc2ccccc21)Nc1ccc(SC(F)F)cc1,8%,1%,-13%,-12,-4%[57.1 µM],8%,-6%[57.1 µM],-6%,0%
CCCOc1ccc(N2C(=O)CC(N3CCCC(C(=O)N4CCCC4)C3)C2=O)cc1 (stereo unspecified),-3%,-8%,-5%,-5,-23%,2%,-1%,4%,18%
O=C(Cn1ncc2c3ccccc3n(Cc3ccccc3)c2c1=O)NCc1cccs1,-4%,-9%,-19%,5,35%,-13%,34%[activator],-4%,4%
O=C(Cn1nc(Cc2cccnc2)c2ccccc2c1=O)NCc1ccc2c(c1)OCO2,-3%,-1%,-9%,-5,6%[57.1 µM],-6%,-9%,-4%,1%
O=C(CSc1nnnn1C1CC1)N1CCN(c2ccc(O)cc2)CC1,-3%,0%,-13%,9,29%,-2%,6%,3%,-8%
CN(C)c1ccc(-c2nnc(SCC3CCCO3)n2C)cc1 (stereo unspecified),-2%,14%,-4%,-11,11%,6%,0%,6%,3%
COc1ccc(/C(C)=N/N=C2/NC(=O)CC(C(=O)O)S2)cc1 (stereo unspecified),-3%,17%,4%,-5,-6%[57.1 µM],?,-2%[57.1 µM],-13%,3%
